High-throughput results deposited in PubChem by Broad Institute.
BL2 CD40 inh = CD40 pathway inhibition in BL2 cells; BL2 NF-kB luciferase reporter, CD40L-induced, 4 h; inhibition, % at 10 µM; 83,000 compounds, 0.94% hits; AID 1053188;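 active = mean inhibition of at least 50% with a set share of replicates also reaching that level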;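 also: 0% = neutral control wells and 100% = IKK inhibitor VII at 50 µM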
Active calls of the source: *; [ ] = dose if it differs, or a comment. An excerpt; rates above refer to the full screens.

How did CC(=O)Nc1ccc(OC/C=C(\C)Cl)cc1 do in these assays?
BL2 CD40 inh: -31

Results for COc1ccc(NC2CCCN(C(=O)c3ccc4[nH]c(C)c(C)c4c3)C2)cc1 (configuration not stated) ?
BL2 CD40 inh: -23

What do the screens show for `Cc1nn(-c2ccccc2)nc1C(=O)OCC(=O)N1CCC(C)CC1`?
BL2 CD40 inh: -8

How did CNC(=O)CNC(=O)Nc1ccc(Cl)c(Cl)c1 do in these assays?
BL2 CD40 inh: 7

Results for Cn1c(CCN2CCCCC2)nc2cc(NC(=O)C3CCCCC3)ccc21 ?
BL2 CD40 inh: 8

Results for CC(=O)OCC(=O)Nc1ccccc1OC(F)F ?
BL2 CD40 inh: 7

Results for CC(NC(=O)Nc1cccnc1)(C(F)(F)F)C(F)(F)F ?
BL2 CD40 inh: 1

Results for O=C(Cc1cccs1)Nc1ccc(-c2nnc(-c3ccccc3)o2)cc1 ?
BL2 CD40 inh: 17

What do the screens show for `CN(CC(=O)NC1CCCC1)S(=O)(=O)c1cnc[nH]1`?
BL2 CD40 inh: 22

Results for COc1ccc(/C=N/NC(=O)c2c(Br)cnn2C)c2ccccc12 ?
BL2 CD40 inh: 3

Results for CCN=C1SC(CC(=O)NCC)C(=O)N1CC (configuration not stated) ?
BL2 CD40 inh: 9

How did Nc1ncnc2c1ncn2CCN1CCCCC1 do in these assays?
BL2 CD40 inh: 4

Results for CCc1[nH]c(C(=O)O)c(C)c1C(=O)OC ?
BL2 CD40 inh: 12

What do the screens show for `C[C@H]1CN([C@@H](C)CO)C(=O)CCCn2nncc2CO[C@@H]1CN(C)C(=O)Nc1ccnc(N2CCOCC2)c1`?
BL2 CD40 inh: 7[25 µM]

Results for CC1CCCN(C(=O)COC(=O)c2cccc(NS(=O)(=O)c3ccccc3)c2)C1 (configuration not stated) ?
BL2 CD40 inh: 6

What do the screens show for `O=C(CN1CCCCC1)Nc1cccc(Oc2ccccc2)c1`?
BL2 CD40 inh: 9

What do the screens show for `O=C(Nc1cc(F)ccc1F)N[C@H]1CC[C@H](CCn2cc(C3CCCCC3)nn2)O[C@@H]1CO`?
BL2 CD40 inh: -2[25 µM]

Results for C=CCc1ccc(OCC(O)COc2ccc(CC=C)cc2OC)c(OC)c1 ?
BL2 CD40 inh: 4

Results for CN(CC(=O)Nc1ccc(F)c(F)c1F)C(=O)c1ccc2c(c1)OCCO2 ?
BL2 CD40 inh: -9

Results for O=C(Nc1ccccc1)C(c1ccccc1)C1CCCC1 (configuration not stated) ?
BL2 CD40 inh: 1

The final 3 entries of the section before are carried over, then new ones follow.
Results for C=CCc1ccc(OCC(O)COc2ccc(CC=C)cc2OC)c(OC)c1 ?
BL2 CD40 inh: 4

Results for CN(CC(=O)Nc1ccc(F)c(F)c1F)C(=O)c1ccc2c(c1)OCCO2 ?
BL2 CD40 inh: -9

Results for O=C(Nc1ccccc1)C(c1ccccc1)C1CCCC1 (configuration not stated) ?
BL2 CD40 inh: 1

How did N#Cc1ccccc1OCC(=O)N(Cc1nnc(-c2ccccc2Cl)o1)C1CC1 do in these assays?
BL2 CD40 inh: -14

Results for COc1ccc(NC(=O)CSc2nnc3n2CCCCC3)cc1S(=O)(=O)N1CCOCC1 ?
BL2 CD40 inh: 10

What do the screens show for `Nc1ccc2c(c1)C(=O)c1cc(N)c(Cl)cc1-2`?
BL2 CD40 inh: -9

What do the screens show for `CCOC(=O)NC(c1cccc(Cl)c1)C1CCCCCC1=O` (configuration not stated)?
BL2 CD40 inh: 1

What do the screens show for `CCOC(=O)c1c(N)sc2c1CCSC2`?
BL2 CD40 inh: 8

Results for O=C(C1CCCC1)N1[C@H](CO)[C@H]2c3ccccc3N(S(=O)(=O)c3ccc(F)cc3)C[C@H]21 ?
BL2 CD40 inh: 6

Results for CC(C)Cc1nc(N2CCC(C(N)=O)CC2)c2nnn(Cc3ccccc3)c2n1 ?
BL2 CD40 inh: 8

How did O=C(NCCS(=O)(=O)N1CCN(c2ccccc2)CC1)C1CCCC1 do in these assays?
BL2 CD40 inh: 2

How did CC(C)CCN1CC(C(=O)N2CCN(c3ccc(F)cc3)CC2)CC1=O (configuration not stated) do in these assays?
BL2 CD40 inh: 4

How did O=C(COC(=O)C1CC2CCCC(C1)C2=O)NC(=O)c1ccccc1 (configuration not stated) do in these assays?
BL2 CD40 inh: -2

What do the screens show for `CS(=O)(=O)N1C[C@H](O)COC[C@H]2O[C@@H](CC(=O)NCc3ccccc3)CC[C@@H]21`?
BL2 CD40 inh: -1[25 µM]

Results for COc1ccc(C(CNC(=O)c2cc3ccccc3cc2OC)N2CCCC2)cc1 (configuration not stated) ?
BL2 CD40 inh: -7

How did CCN1CCN(c2oc(COc3ccc(Cl)cc3)nc2C#N)CC1 do in these assays?
BL2 CD40 inh: 8

Results for COc1ccc(-c2ccc([C@H]3[C@@H](CO)N(C(=O)C4CCC4)[C@H]3C#N)cc2)cc1 ?
BL2 CD40 inh: 4

How did c1ccc(-n2cccc2)c(N2CCCCC2)c1 do in these assays?
BL2 CD40 inh: 9

Results for O=C(Nc1cccc(F)c1)N1CCCCN2[C@H](CO)[C@@H](c3ccc(C#Cc4cccnc4)cc3)[C@@H]2C1 ?
BL2 CD40 inh: 18[25 µM]

How did Cc1nc2sc3c(c2c(=O)n1/N=C/c1ccco1)CCCC3 do in these assays?
BL2 CD40 inh: -5

How did COc1ccccc1NC(=O)N1C[C@@H]2[C@H](c3ccccc31)[C@@H](CO)N2C(=O)c1ccccc1 do in these assays?
BL2 CD40 inh: -2[25 µM]

How did Cc1cccc(OCC(=O)OCC(=O)N2CCN(C(=O)c3ccco3)CC2)c1C do in these assays?
BL2 CD40 inh: 10

Results for CC1CCCCC12NC(=O)N(CC(=O)OCC(=O)N(C)C1CCCCC1)C2=O (configuration not stated) ?
BL2 CD40 inh: 2

Some of these compounds in order of count of non-hydrogen atoms, highest first.
How did N#Cc1ccccc1OCC(=O)N(Cc1nnc(-c2ccccc2Cl)o1)C1CC1 do in these assays?
BL2 CD40 inh: -14

How did CCN1CCN(c2oc(COc3ccc(Cl)cc3)nc2C#N)CC1 do in these assays?
BL2 CD40 inh: 8

What do the screens show for `CCOC(=O)NC(c1cccc(Cl)c1)C1CCCCCC1=O` (configuration not stated)?
BL2 CD40 inh: 1

What do the screens show for `CN(CC(=O)NC1CCCC1)S(=O)(=O)c1cnc[nH]1`?
BL2 CD40 inh: 22

How did CNC(=O)CNC(=O)Nc1ccc(Cl)c(Cl)c1 do in these assays?
BL2 CD40 inh: 7

What do the screens show for `CCOC(=O)c1c(N)sc2c1CCSC2`?
BL2 CD40 inh: 8

Further compounds follow:
How did O=S(=O)(Nc1cccc(S(=O)(=O)N2CCCC2)c1)c1cccs1 do in these assays?
BL2 CD40 inh: -6

Results for Cc1cc2c(cc1C)C(=O)C(Br)=C(N)C2=O ?
BL2 CD40 inh: -20

How did N#CCC(=O)Nc1ccc(C(=O)OCC(=O)N=c2sccn2Cc2ccccc2Cl)cc1 do in these assays?
BL2 CD40 inh: 1

How did O=C(NCCCN1CCN(c2ccc(F)cc2)CC1)NC12CC3CC(CC(C3)C1)C2 do in these assays?
BL2 CD40 inh: 12

Results for Cc1ccc(OCC(=O)Nc2ccc(N3CCOCC3)cc2)cc1 ?
BL2 CD40 inh: 2

How did COC(=O)c1c(C)[nH]c(C(=O)C(C)OC(=O)C2CC(=O)N(CCc3ccccc3)C2)c1C (configuration not stated) do in these assays?
BL2 CD40 inh: 15

Results for CCOc1ccc(CN2CCNC(=O)C2CC(=O)NCCN2CCOC2=O)cc1 (configuration not stated) ?
BL2 CD40 inh: 14

What do the screens show for `O=C1CCCN1c1ccc(S(=O)(=O)N2CCC(c3ccccc3)CC2)cc1`?
BL2 CD40 inh: 9

Results for COc1ccc([N+](=O)[O-])cc1NC1CCN(C(=O)c2cccs2)CC1 ?
BL2 CD40 inh: 14

How did CCCNC(=O)Nc1ccc2c(c1)OC[C@H](C)N(C(=O)C1CCOCC1)C[C@@H](C)[C@@H](OC)CN(C)C2=O do in these assays?
BL2 CD40 inh: -6[25 µM]

How did Cn1c(=O)c2c(nc(C(O)c3ccccc3)n2C)n(C)c1=O (configuration not stated) do in these assays?
BL2 CD40 inh: 9

How did COCC(=O)Oc1c(S(=O)(=O)c2ccccc2)c(C)nn1C(C)(C)C do in these assays?
BL2 CD40 inh: 10

How did N#Cc1ccc(-c2ccccc2)nc1SCCN1CCOCC1 do in these assays?
BL2 CD40 inh: -46

How did CCN(C[C@H]1[C@H](c2ccc(-c3cccnc3)cc2)[C@@H](CO)N1C(C)=O)C(C)=O do in these assays?
BL2 CD40 inh: -11[25 µM]

How did Cc1ccccc1NC(=S)NNC(=O)c1ccncc1 do in these assays?
BL2 CD40 inh: -29

What do the screens show for `Cc1c(C)n(CCN(C)C)c2ncnc(NCc3ccccc3)c12`?
BL2 CD40 inh: -4

What do the screens show for `CC(OC(=O)Cn1cnc2c1c(=O)n(C)c(=O)n2C)C(=O)NC1CCCCC1C` (configuration not stated)?
BL2 CD40 inh: 1

Results for CC1CNCCN1S(=O)(=O)c1cccc2cnccc12 (configuration not stated) ?
BL2 CD40 inh: 32*

Results for Cc1ccc(-c2noc(CCC(=O)NCCN3CCOCC3)n2)cc1 ?
BL2 CD40 inh: -4

Results for Cc1ccc(-c2nc3ccccc3[nH]2)cc1NC(=O)c1ccc2c(c1)OCO2 ?
BL2 CD40 inh: -21

What do the screens show for `O=C(CN1CCC(Cc2ccccc2)CC1)N1CCc2ccccc2C1`?
BL2 CD40 inh: 9

How did CCOC(=O)Cc1ccc(NC(=O)c2ccc([N+](=O)[O-])cc2)cc1 do in these assays?
BL2 CD40 inh: -17

How did COCCCNC(=O)c1cc(C(=O)c2c(-c3c(Cl)cccc3Cl)noc2C)c[nH]1 do in these assays?
BL2 CD40 inh: 7

What do the screens show for `O=C1c2sc3nc4ccccc4n3c2C(=O)N1c1ccccc1Cl`?
BL2 CD40 inh: 52*

What do the screens show for `Cc1ccc(OCC(=O)NCc2ccccn2)cc1`?
BL2 CD40 inh: -8

How did COc1cccc(OC)c1OCCCc1c(C)n[nH]c1C do in these assays?
BL2 CD40 inh: 8

Results for COc1ccc(CNC(=O)CN2C(=O)C(c3ccccc3)Oc3cccnc32)cc1 (configuration not stated) ?
BL2 CD40 inh: 4

What do the screens show for `CC(Sc1ccccc1)C(=O)NN=C1CCCC1` (configuration not stated)?
BL2 CD40 inh: 9

How did CCOC(=O)CCC(=O)NNC(=O)COc1ccc(C(C)C)cc1Br do in these assays?
BL2 CD40 inh: 4

Results for Cc1ccc(-c2ncns2)cc1 ?
BL2 CD40 inh: 16

What do the screens show for `CC(=O)N=c1sc(S(N)(=O)=O)nn1C`?
BL2 CD40 inh: 13

Results for CCOC(=O)C1(Cc2ccc(OC)cc2)CCN(C(=O)CCc2cnccn2)CC1 ?
BL2 CD40 inh: -3

What do the screens show for `CCCCOC(=O)NC1CCc2cc(OC)c(OC)c(OC)c2-c2ccc(SC)c(=O)cc21` (configuration not stated)?
BL2 CD40 inh: -10

What do the screens show for `COc1cccc(S(=O)(=O)N2CCCCN3[C@H](CO)[C@@H](c4ccc(C#CCC(C)C)cc4)[C@H]3C2)c1`?
BL2 CD40 inh: 12[25 µM]

What do the screens show for `Cc1cccc(NC(=O)CN2C(=O)C3CC=CCC3C2=O)c1C` (configuration not stated)?
BL2 CD40 inh: -2

How did O=C(COC(=O)COc1ccc(Cl)cc1)NCCCc1ccccc1 do in these assays?
BL2 CD40 inh: 6

What do the screens show for `CC(C)[C@H]1COCc2cn(nn2)CCC[C@@H](C)C(=O)N1`?
BL2 CD40 inh: -15[25 µM]

How did Cc1ccc(OCCNc2ccc(S(=O)(=O)N3CCCC3)cn2)cc1 do in these assays?
BL2 CD40 inh: -4

Results for O=C(C1CCC1)N1CCCCN2[C@@H](CO)[C@H](c3ccc(-c4ccncc4)cc3)[C@@H]2C1 ?
BL2 CD40 inh: -4[25 µM]

Results for O=C(C[C@@H]1CC[C@@H]2[C@H](COC[C@@H](O)CN2CCC(F)(F)F)O1)NCc1ccc2c(c1)OCO2 ?
BL2 CD40 inh: -5[25 µM]

Results for COC(=O)CN(c1ccc(OC)c(OC)c1)S(C)(=O)=O ?
BL2 CD40 inh: 8

What do the screens show for `COc1ccccc1-c1ccccc1[C@H]1[C@@H](CO)N(C(=O)C2CCC2)[C@H]1C#N`?
BL2 CD40 inh: 25[25 µM]

What do the screens show for `COc1ccc2c(c1)CCc1c-2n[nH]c1C(=O)O`?
BL2 CD40 inh: 11

What do the screens show for `O=C(NCC1COc2ccccc2O1)Nc1ccccc1F` (configuration not stated)?
BL2 CD40 inh: -22

How did Fc1ccc(OCCCCN2CCOCC2)cc1 do in these assays?
BL2 CD40 inh: 7

How did COc1ccc2c(c1)/C(=N/OC(=O)c1cccs1)CCC2 do in these assays?
BL2 CD40 inh: 2

What do the screens show for `C[C@@H]1CN([C@@H](C)CO)C(=O)c2c(c3ccccc3n2C)-c2ccccc2CO[C@H]1CN(C)Cc1ccc(Cl)c(Cl)c1`?
BL2 CD40 inh: -32[25 µM]

What do the screens show for `CC(C(=O)NC1CCCC1)N1CCN(S(=O)(=O)c2ccccc2Cl)CC1` (configuration not stated)?
BL2 CD40 inh: 8

Results for CC(=O)NC(CC(=O)OCC(=O)N1CCc2ccccc21)c1ccccc1 (configuration not stated) ?
BL2 CD40 inh: 4

Results for CC1=C(C(=O)OCCOc2ccccc2)C(c2ccsc2)NC(=O)N1C (configuration not stated) ?
BL2 CD40 inh: 3

Results for Cc1ccc(SCC(=O)OCC(=O)N(CC(C)C)C2CCS(=O)(=O)C2)cc1C (configuration not stated) ?
BL2 CD40 inh: 1

How did CN1CCN(Cc2nnc(-c3ccccc3)o2)CC1 do in these assays?
BL2 CD40 inh: 0

What do the screens show for `Cc1ncc([N+](=O)[O-])n1CC(=O)Nc1ccc2c(c1)OCO2`?
BL2 CD40 inh: -2

How did Cn1c(=O)c(Oc2cc(Cl)cc(Cl)c2)nc2ccccc21 do in these assays?
BL2 CD40 inh: 3

How did CC(CCc1ccccc1)NC(=O)CCC1CCCC1 (configuration not stated) do in these assays?
BL2 CD40 inh: 0

What do the screens show for `c1ccc(CCN2CN(CCCN3CCOCC3)c3nc4ccccc4n3C2)cc1`?
BL2 CD40 inh: -1

What do the screens show for `N#C[C@@H]1[C@H](c2ccccc2-c2ccccc2F)[C@@H](CO)N1C(=O)c1cccc(F)c1`?
BL2 CD40 inh: 4[25 µM]
